SR-BI DiI inh = inhibitors of SR-BI mediated HDL lipid uptake, primary screen, ldlA[mSR-BI] cells, fluorescence, single point. Scavenger receptor class B member 1 (Mus musculus), Q61009. ldlA[mSR-BI] CHO cells, DiI-HDL uptake fluorescence, 3 h. inhibition, % at 12.5 µM. 320,000 compounds, 0.96% hits. AID 488896, 2010;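 active means mean replicate inhibition of at least 70% and a set share of replicates each scoring 70 or more; inconclusive means meets just one of the two criteria; inactive means fails both criteria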;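 further: 0% = median of neutral control wells and 100% = median of positive control wells; values of inactives mirror those of a sister screen read the other way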
NSD2 inh = NSD2 histone methyltransferase inhibitors, primary screen, biochemical, AlphaScreen, single concentration, set 2. Histone-lysine N-methyltransferase NSD2 (Homo sapiens), O96028. NSD2 peptide methylation, 120 min. inhibition, % at 12.5 µM. 310,000 compounds, 0.54% hits; in the data active means inhibition above about 50%
dFosB activator = activators of delta FosB homodimer, primary screen, biochemical, fluorescence polarization, TAMRA-CDK5 oligo, single point. purified delta FosB; percent of positive-control signal above neutral wells. AID 493131, 2011. Protein FosB (Mus musculus), P13346. activation, % at 25 µM. 340,000 compounds, 0.99% hits;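 active means mean activation above about 17%, with every replicate also reaching it, limit read from the data, passing the limit was not always enough; inconclusive means only one of the two conditions met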;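 further: fluorescence polarization rise as delta FosB binds a TAMRA Cdk5 AP-1 oligo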
Target sequence (P13346 whole entry, looked up): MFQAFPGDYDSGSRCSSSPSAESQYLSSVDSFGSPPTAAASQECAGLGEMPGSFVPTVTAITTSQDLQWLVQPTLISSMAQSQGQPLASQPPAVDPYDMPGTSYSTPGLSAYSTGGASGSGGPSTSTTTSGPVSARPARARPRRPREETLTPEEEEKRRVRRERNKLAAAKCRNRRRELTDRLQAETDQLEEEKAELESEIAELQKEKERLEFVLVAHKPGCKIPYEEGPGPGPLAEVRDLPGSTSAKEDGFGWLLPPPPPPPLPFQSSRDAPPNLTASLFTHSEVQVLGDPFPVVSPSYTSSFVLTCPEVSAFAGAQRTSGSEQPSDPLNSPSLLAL
Rtt109 HAT inh = inhibitors of C. albicans Rtt109/Vps75 HAT, primary screen, biochemical, ThioGlo CoA-SH fluorescence, plate reader; inhibition, % at 34.9 µM; 330,000 compounds, 0.16% hits; Histone acetyltransferase RTT109 (Candida albicans (strain SC5314 / ATCC MYA-2876)), …; AID 540336, 2011; purified Rtt109/Vps75, 4 h;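 active means inhibition of at least 50% in every replicate; inconclusive means best replicate reaches 50% inhibition but some replicates fall short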
Target sequence (Q5AAJ8 whole entry, looked up): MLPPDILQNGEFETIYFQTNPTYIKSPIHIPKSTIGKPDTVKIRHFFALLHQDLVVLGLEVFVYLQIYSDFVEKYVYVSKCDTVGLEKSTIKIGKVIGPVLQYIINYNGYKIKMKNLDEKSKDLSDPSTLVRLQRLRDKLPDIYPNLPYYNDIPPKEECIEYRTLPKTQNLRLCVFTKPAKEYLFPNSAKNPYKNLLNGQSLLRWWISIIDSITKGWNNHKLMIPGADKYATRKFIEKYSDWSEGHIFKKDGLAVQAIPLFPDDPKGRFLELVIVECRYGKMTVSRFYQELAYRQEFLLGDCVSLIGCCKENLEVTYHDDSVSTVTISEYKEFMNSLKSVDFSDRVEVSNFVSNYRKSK
PfHsp90 yeast 2 = growth inhibition of PfHsp90-expressing yeast, primary screen, antimalarial PfHsp90 inhibitor project, S. cerevisiae, BacTiter-Glo luminescence, single point, set 2; BacTiter-Glo ATP, 48 h; yeast lacking PDR1 and PDR3 efflux regulators; inhibition, % at 9.4 µM; AID 504621, 2011; 310,000 compounds, 0.32% hits;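 active means every replicate shows inhibition above about 80%, whatever the replicate mean, limit read from the data; inconclusive means mean inhibition reaches the set limit but some replicate falls short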;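 further: 0% = DMSO neutral controls and 100% = 20 µM radicicol positive controls; yeast relying on Plasmodium falciparum Hsp90 in place of its own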
MITF TRPM1 HTS = activators of MITF-driven TRPM1 promoter reporter, primary screen, cell-based, SK-MEL-5, luciferase, single point. SK-MEL-5 TRPM1-promoter luciferase, 24 h; % of positive control, neutral wells = 0. activation, % at 12.5 µM. 300,000 compounds, 0.75% hits;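 active means mean activation of at least 80% with every replicate also reaching 80%; inconclusive means mean reaches 80% but some replicate falls short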;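 further: 0% = neutral control wells and 100% = parthenolide positive control wells; values of inactives mirror those of a sister screen read the other way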
CAL PDZ FP-1 = untagged CAL PDZ binding inhibitors, primary screen, biochemical, fluorescence polarization, HTS. Golgi-associated PDZ and coiled-coil motif-containing protein (Homo sapiens), Q9HD26. purified CAL PDZ, TMR-peptide fluorescence polarization, 1 h. inhibition, % at 24.9 µM. 300,000 compounds, 0.92% hits. AID 602252, 2012;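 active means mean inhibition of at least 30% with at least half of replicates also reaching 30%; inconclusive means no clear call, values can overlap the other calls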;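 further: 0% = DMSO neutral control and 100% = excess unlabeled competitor peptide PRC23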
CAL PDZ FP-2 = CAL PDZ peptide-binding inhibitors, primary screen, biochemical, fluorescence polarization, Cer-tagged CAL PDZ, HTS; Golgi-associated PDZ and coiled-coil motif-containing protein (Homo sapiens), Q9HD26; purified CAL PDZ, TMR-peptide fluorescence polarization, 1 h; inhibition, % at 20 µM; 330,000 compounds, 0.02% hits; AID 504414, 2011;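 active means highest replicate inhibition of at least 40%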;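 further: plate controls were DMSO neutral control wells for no effect and unlabeled competitor peptide control wells for full effect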
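Material – purified CerCALP PDZ construct · Detection – FP readout, S and P plane fluorescence · Measure – percent inhibition from loss of millipolarization · Controls – unlabelled peptide for full inhibition, DMSO wells as neutral · Probe or stimulus – TMR-labelled reporter peptide T*-PRC34 bound in PDZ groove · Times – 1 h at RT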
SR-BI DiI-HDL act = activators of SR-BI mediated DiI-HDL uptake, primary screen, ldlA[mSR-BI] CHO cells, DiI fluorescence | 3 h; 100 = double the neutral-control signal | 320,000 compounds, 0.096% hits | AID 504775, 2011 | activation, % at 12.5 µM;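 active means mean replicate activation of at least 60% and every replicate at or above 60%; inconclusive means mean or all-replicate condition met, but not both; inactive means mean below 60% and not all replicates reaching 60%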;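 further: 0% = median plate neutral-control signal and 100% = twice that signal; values of inactives mirror those of a sister screen read the other way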
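Test system: SR-BI-overexpressing, LDLR-lacking CHO cells; Also added: labelled HDL, 10 µg/mL; Measured by: bottom-read cell fluorescence after medium removal, ex 550/em 595 nm; Timing: 3 h uptake period with compound, 37 °C; Buffer or medium: F12, 0.5% BSA, 25 mM HEPES; Doses: single compound concentration, delivered by pin transfer.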
PvdQ inh = P. aeruginosa PvdQ acylase inhibitors, primary screen, biochemical, fluorescence, plate reader and imaging, single point; purified PvdQ acylase; inhibition, % at 10 µM; AID 488965, 2010; 340,000 compounds, 0.063% hits; PvdQ acylase [Pseudomonas aeruginosa LESB58]; in the data active means inhibition above about 30%, passing the limit was not always enough; inconclusive means no clear call, values can overlap the other calls;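 further: 0% = vehicle neutral wells and 100% = reference inhibitor wells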
Starred values were filed as active, the others as inactive; ? = inconclusive; . = no result given.

SMILES	SR-BI DiI inh	NSD2 inh	dFosB activator	Rtt109 HAT inh	PfHsp90 yeast 2	MITF TRPM1 HTS	CAL PDZ FP-1	CAL PDZ FP-2	SR-BI DiI-HDL act	PvdQ inh
C[C@@H]1CCC(=O)N(C[C@@H](C)CSc2ccccc2)CC1	-7.4	.	-6.7	0.6	10.1	-0.4	-1.7	0.2	7.4	8.3
CCn1c(O)c(C=NC2CCCC(C)C2C)sc1=S (stereo unspecified)	-10.5	6.2	-5.6	10.2	-34.8	45.7	0.3	-0.9	10.5	-13.9
CN1CCN(S(=O)(=O)c2ccc(N3CCN(C(c4ccccc4)c4ccccc4)CC3)nc2)CC1	-14.0	3.3	11.4	-1.3	43.3	-1.9	-3.3	-3.3	14.0	-2.7
N#CC1(NC(=O)CSc2nnc(-c3ccccc3F)o2)CCCCC1	-5.6	-5.0	-4.1	-5.1	1.9	1.8	-6.3	-1.9	5.6	-4.2
COc1ccc(OC)c(C2=NOC(C(=O)Nc3cc(C)nn3-c3ccccc3)C2)c1 (stereo unspecified)	-25.6	.	0.7	-8.2	-9.0	-8.0	.	-1.0	25.6	-15.0
O=C(CCC(=O)NNC(=O)COc1ccccc1)NCc1ccccc1	-27.3	-1.4	5.2	-2.7	.	0.2	-3.1	-0.8	27.3	-3.0
O=C(NCc1ccccn1)c1ccc(CNS(=O)(=O)c2ccc(F)cc2)cc1	-13.3	-1.3	2.0	-4.2	15.3	-9.0	-8.4	-0.9	13.4	2.1
CCC(=O)Nc1c2c(nn1-c1ccc(F)cc1)CS(=O)C2 (stereo unspecified)	-12.9	.	-4.3	1.2	8.2	2.2	.	-2.7	12.9	-19.9
Cc1ccc(O)c(C(=O)c2cnc3c(c2)c(=O)n(C)c(=O)n3C)c1	?	-3.6	-3.9	18.1	16.6	-8.3	5.0	-1.0	-71.3	6.0
Cc1noc(NS(=O)(=O)c2ccc(NC(=O)Cc3ccc([N+](=O)[O-])cc3)cc2)c1C	-31.0	0.8	-15.5	-12.4	5.2	-1.8	-2.4	-2.2	31.0	-6.7
Fc1ccc2nc3n(c2c1F)CCCCCC3	-13.1	0.7	-0.7	-6.4	-9.4	5.6	-2.5	-1.1	13.1	-7.1
CCOC(=O)c1cc(-c2ccccc2)n(CC(=O)Nc2ccc(OCC)cc2)c1C	-39.7	9.2	10.9	-0.9	8.1	-13.8	-2.8	-0.2	39.7	-17.2
CC(C)C[C@@H](CN)NC(=O)c1nc[nH]c1C(=O)N[C@@H](CC(=O)O)C(=O)CNC[C@H](C)NC(=O)c1nc[nH]c1C(=O)N[C@@H](CC(=O)O)C(=O)O	-24.2	.	-6.9	5.8	24.0	0.3	-4.6	-3.1	24.3	-7.4
NC1=NC(=O)/C(=C/c2ccccc2OS(=O)(=O)c2ccc3ccccc3c2)S1	-19.5	-4.5	5.0	-4.2	15.9	17.0	7.0	0.6	19.5	-7.4
O=C(Nc1ccnc(-c2ccncc2)n1)c1cccs1	-20.9	-2.6	-0.1	-0.9	-6.1	-6.0	-0.5	-1.5	20.9	-22.9
Cn1c(SSc2ccc(-c3cccnc3)n2C)ccc1-c1cccnc1	1.4	5.4	3.6	1.5	30.9	-40.5	-3.9	-0.7	-1.4	-21.8
CC(=O)n1nc(-c2ccccc2)nc1NCc1ccc(F)cc1	0.5	-0.7	-3.3	6.9	11.8	29.3	-4.7	-0.9	-0.5	-4.9
COC(=O)C(C)Sc1nc2ccsc2c(=O)n1Cc1ccccc1 (stereo unspecified)	-5.1	-0.7	-8.8	4.9	-27.3	5.1	-6.4	-0.9	5.1	0.1
COc1ccc(/C=N/NC(=O)c2ccc(NC(=O)C3CCCCC3)cc2)cc1O	62.0	0.7	5.1	12.0	-12.7	-0.5	-1.7	-0.7	-62.0	7.6
CCCCc1cc(=O)oc2cc(OC(C)C(=O)NCC3CCC(C(=O)O)CC3)c(Cl)cc12 (stereo unspecified)	4.2	.	0.5	-6.5	4.9	-0.1	-2.6	-0.7	-4.2	-0.7
COc1ccc(CN2CCNC(=O)C2CC(=O)N2CCCCO2)cc1OC (stereo unspecified)	0.6	-0.3	-3.6	1.8	-4.8	-14.8	6.0	-1.0	-0.6	-4.6
O=C(Nc1nccs1)c1ccc(S(=O)(=O)N2CCOCC2)cc1	-0.5	-2.8	-4.2	-2.4	2.1	11.0	.	-0.3	0.5	-4.0
O=C(N/N=C/c1ccc(N2CCOCC2)s1)c1ccccc1Br	-21.8	-1.0	-2.1	.	2.8	-4.2	-1.7	-1.8	21.8	-15.4
Cc1cc(Cl)ccc1NC(=S)N1CCN(Cc2ccc3c(c2)OCO3)CC1	25.2	.	-2.7	-1.8	-0.1	-4.9	-1.7	.	-25.2	-6.7
Cc1ccc(C(=O)NCC(=O)Nc2cccc(S(=O)(=O)NC3=NCCCCC3)c2)cc1C	-4.7	4.0	-4.3	2.2	11.1	-21.1	-3.8	-0.4	4.7	4.4
CSc1nc2[nH]c3c(c2c2nncn12)CC(C)(C)OC3	2.1	1.0	-10.7	-11.4	4.7	.	.	-0.2	-2.1	5.1
O=[N+]([O-])c1cc([N+](=O)[O-])c2nonc2c1Nc1ccccc1O	-10.3	19.9	-2.7	0.1	-8.0	-9.3	9.7	0.4	10.3	15.4
O=C(CCc1ccccc1)OCCOC(=O)CCc1ccccc1	-14.7	-4.0	2.9	-5.1	-2.8	5.8	-3.5	-1.1	14.7	-10.8
Nc1nc(SCc2nc3scc(-c4ccccc4)c3c(=O)[nH]2)n[nH]1	-6.5	3.1	-8.6	-2.7	0.4	-5.8	-2.2	-1.8	6.5	-1.9
CS(=O)(=O)N1N=C(c2ccc3nccnc3c2)CC1c1ccccc1 (stereo unspecified)	9.8	3.7	-1.7	12.2	0.0	25.9	-0.7	-1.0	-9.8	-4.1
CC(C)Oc1cccc(C(=O)C2CCCN(C(=O)c3noc4c3CCCC4)C2)c1 (stereo unspecified)	-1.0	.	-20.8	1.8	3.4	-2.7	-6.1	-0.8	1.0	-3.5
CC(C)CCN1CCN(Cc2nc(-c3ccc(F)cc3)cs2)CC1CCO (stereo unspecified)	-18.2	3.3	-11.4	-13.8	-18.8	14.0	-3.1	-2.5	18.2	-11.2
O=C(NCCC(=O)N1CCC2(CC1)NCCc1[nH]cnc12)c1cccc(Br)c1	-12.6	-0.7	-3.5	-4.6	2.8	-8.9	-0.7	-1.1	12.6	-14.9
O=C(ON=C1CCN(S(=O)(=O)c2ccccc2)CC1)c1ccc(Cl)cc1	-18.2	-0.6	-13.0	1.2	-16.2	-11.4	-1.9	-2.0	18.2	-25.9
Nc1c(Br)cc(Br)c2c1-c1ccc([N+](=O)[O-])cc1C2	50.4	-1.5	-6.2	0.6	1.0	6.1	-0.6	-0.8	-50.4	11.3
COc1ccc(OC)c(-c2nnc(SCC(=O)NC3CCCCC3)o2)c1	17.2	.	-1.1	-8.2	20.1	6.6	1.6	-0.5	-17.2	-4.5
Clc1ccsc1-c1csc(-c2cccnc2)n1	-2.1	0.0	-0.6	1.2	41.7	10.6	-3.4	0.2	2.1	4.1
O=C(CSCc1ccc(C(=O)O)cc1)Nc1ccc2ccccc2c1	.	.	-4.1	3.3	16.4	5.5	-8.6	-3.4	.	-8.9
O=S(=O)(c1cnccc1N1CCN(/N=C/c2ccc(Cl)cc2)CC1)N1CCCCC1	-17.3	3.5	-2.4	12.6	-11.9	.	-5.6	-0.4	17.3	-9.1
COc1ccc(N(CC(=O)NC2CCCCC2)C(=O)CNC(=O)c2cccs2)cc1OC	.	-4.2	-9.8	-3.6	-68.6	-12.3	-1.4	-0.2	.	-12.6

Compounds above that contain an aryl thioether with sulfur outside any ring, in the order listed:
SMILES	SR-BI DiI inh	NSD2 inh	dFosB activator	Rtt109 HAT inh	PfHsp90 yeast 2	MITF TRPM1 HTS	CAL PDZ FP-1	CAL PDZ FP-2	SR-BI DiI-HDL act	PvdQ inh
C[C@@H]1CCC(=O)N(C[C@@H](C)CSc2ccccc2)CC1	-7.4	.	-6.7	0.6	10.1	-0.4	-1.7	0.2	7.4	8.3
N#CC1(NC(=O)CSc2nnc(-c3ccccc3F)o2)CCCCC1	-5.6	-5.0	-4.1	-5.1	1.9	1.8	-6.3	-1.9	5.6	-4.2
COC(=O)C(C)Sc1nc2ccsc2c(=O)n1Cc1ccccc1 (stereo unspecified)	-5.1	-0.7	-8.8	4.9	-27.3	5.1	-6.4	-0.9	5.1	0.1
CSc1nc2[nH]c3c(c2c2nncn12)CC(C)(C)OC3	2.1	1.0	-10.7	-11.4	4.7	.	.	-0.2	-2.1	5.1
Nc1nc(SCc2nc3scc(-c4ccccc4)c3c(=O)[nH]2)n[nH]1	-6.5	3.1	-8.6	-2.7	0.4	-5.8	-2.2	-1.8	6.5	-1.9
COc1ccc(OC)c(-c2nnc(SCC(=O)NC3CCCCC3)o2)c1	17.2	.	-1.1	-8.2	20.1	6.6	1.6	-0.5	-17.2	-4.5
